NCI-60 one-dose screen, 48 h, at 10 µM unless noted. Numbers give growth in % (100 = growth as untreated, 0 = no growth, -100 = all killed).
UACC-62 = UACC-62 melanoma. 81,000 compounds, 5.4% hits. AID 1794756
SK-MEL-28 = SK-MEL-28 melanoma; 81,000 compounds, 4.1% hits
SK-MEL-5 = SK-MEL-5 melanoma; AID 1794755; 80,000 compounds, 6.4% hits
LOX IMVI = LOX IMVI melanoma; 79,000 compounds, 7.4% hits
MDA-MB-435 = MDA-MB-435 melanoma; 82,000 compounds, 7.8% hits
UACC-257 = UACC-257 melanoma | AID 1794764 | 78,000 compounds, 4.4% hits
SK-MEL-2 = SK-MEL-2 melanoma; 77,000 compounds, 4.7% hits; AID 1794763
MALME-3M = MALME-3M melanoma; 78,000 compounds, 5.8% hits
* marks the source's active call; other numbers are inactive results; nt = no result given; & = joins results of further samples. Rule for the calls: active = growth percent below 10; inactive = the rest.

SMILES	UACC-62	SK-MEL-28	SK-MEL-5	LOX IMVI	MDA-MB-435	UACC-257	SK-MEL-2	MALME-3M
C/C(=C\CCc1ccsc1)CC/C=C(\C)CCCN1CCN(CCO)CC1	-74*	58	nt	nt	41	11	nt	-14*
CCCNc1ccncc1CO	108	110	105	99	107	102	95	104
COc1ccc(Cn2cc3c(c2-c2ccccc2)CCCc2cnoc2-3)cc1	43	62	50	53	-11*	76	80	42
COc1cc2cc(C(=O)N3C[C@@H](CCl)c4c3cc(OC(=O)N(CCC(=O)N3CCN(C)CC3)C3CCCCC3)c3ccccc43)[nH]c2c(OC)c1OC	-95*	-98*	-99*	-97*	-91*	-79*	-82*	-98*
CC1=CC(C)(C(Cl)(Cl)Cl)C(C)=C/C1=N/O (configuration not stated)	102	105	99	99	105	103	105	92
CCCCC1CCc2cccc3c(SCC(=O)N(C)c4ccc(Br)cc4)cc[n+]1c23 (configuration not stated)	97	110	100	95	102	108	117	112
CCn1c(O)c(C=Nc2ccccc2)s/c1=N/Nc1nc(-c2ccc([N+](=O)[O-])cc2)cs1	72	106	76	97	101	106	102	105
CNC(=S)Nc1ccc(S(=O)(=O)Nc2ccc(Cl)nn2)cc1	89	106	100	107	103	105	108	111
O=c1sc2ncnc3ncn(c1=O)c32	34	106	84	25	30	65	53	84
O=C1N=C2[C@@H]3CCCN3C(=O)c3ccccc3N2C(=O)C1c1ccccc1 (some centres not stated)	99	107	105	94	108	97	97	95
O=Cc1ccc([N+](=O)[O-])o1	102&106	112&103	103&98	98&92	108&95	106&94	107&118	98&103
CCCc1nc2sc3c(c2c(=O)n1NC(=O)c1ccc(C#N)cc1)CCCC3	92	106	101	93	102	92	93	111
CSCCC(NCCC#N)C(=O)O (configuration not stated)	99	97	100	97	112	95	90	98
COc1ccc2c(c1)OC(N)=C(C#N)C2c1ccc(F)cc1 (configuration not stated)	30	65	23	39	-4.1*	52	19	62
O=c1oc2ccc(-c3ccc(F)cc3F)cc2c(=O)n1-c1ccc(Br)cc1F	21	77	15	88	67	48	41	62
O=C1OC(c2ccccc2)=N/C1=C\c1ccc(Cl)cc1Cl	106	111	95	101	103	112	120	104
CC(=O)NCC(O)c1ccc([N+](=O)[O-])cc1 (configuration not stated)	94	95	98	99	94	91	101	109
COc1ccccc1N1CCN(c2ncnc3sc4c(c23)CCN(CC(=O)O)C4)CC1	101	103	96	97	99	110	108	115
CCOC(=O)c1cc(C(=O)c2ccc(OC)c(OC)c2)n2ccncc12	94	115	89	78	104	102	96	112
Cc1ccc(N(CCCc2ccccc2)CCCc2ccccc2)cc1	89	108	95	99	98	nt	nt	93
CC([C@H]1CCC2C3CCC4C[C@@H](N(C)C)CC[C@]4(C)C3CC[C@@]21C)N(C)C (some centres not stated)	101	112	64	76	91	88	122	109
c1ccc(-c2n(Cc3ccc4ccccc4c3)c3c4ccccc4c4ccccc4c3[n+]2Cc2ccc3ccccc3c2)cc1	-88*	-87*	-98*	-86*	-85*	-38*	-68*	-81*
Cn1c(=O)c2[nH]c(CN3CCCCC3)nc2n(C)c1=O	90	109	106	95	110	76	105	nt
COc1ccc(Nc2nn3c(=O)c4cc(SC)ccc4nc3s2)cc1	nt	nt	nt	100	98	98	105	105
COc1ccc(-n2c(-c3ccc(C)cc3)cnc2SCC(=O)Nc2ccc(-c3nc4ccccc4s3)cc2)cc1	98	119	105	104	113	116	104	127
CC(=O)Nc1cccc(Cn2c(=O)[nH]c3ccc(Oc4ncccn4)cc3c2=O)c1	93	101	106	95	101	92	90	95
Oc1ccccc1C=NCCN(CCN=Cc1ccccc1O)c1ccccc1	109	101	109	98	106	105	nt	102
COc1cc(C2=N/C(=C\c3cc4cc(Oc5ccccc5)ccc4nc3OC)C(=O)N2)cc(OC)c1OC	87	98	90	100	97	91	79	102
Cn1cc(-c2csc(-c3cn(CCO)c4ccc(F)cc34)n2)c2cccnc21	52	74	63	45	1.7*	77	52	73
CC1=C2CCCCC2CCC1=O (configuration not stated)	105	112	103	93	103	99	96	95
C=C1CC[C@H](C(=C)C)[C@H]2C=C(C)C(=O)C3=C(C(=O)[C@@](C)(O)C3)[C@H]12	-54*	-89*	-90*	-76*	-58*	-97*	-89*	-79*
Fc1cccc(CNc2nc(SCCN3CCOCC3)nc3c2cnn3CC(Cl)c2ccc(Br)cc2)c1 (configuration not stated)	28	47	3.8*	5.6*	11	20	14	-20*
O=C(C=C=Nc1ccccc1)C(=O)N=C=Cc1ccccc1	67	68	74	-48*	51	43	49	-21*
Cc1cc(CSC(=N)N)c(C)cc1CSC(=N)N	102	100	104	88	106	96	110	112
Cc1ccc(S(=O)(=O)Nc2sccc2-c2nc(-c3ccccc3)no2)cc1	79	93	99	91	96	89	92	94
CC1Sc2ccc(C(=O)N(C)Cc3cccc(F)c3)cc2NC1=O (configuration not stated)	98	109	109	103	105	117	108	nt
Cc1ccc(S(=O)(=O)NCCC(CC(C)c2cc3ccccc3o2)OCc2ccccc2)cc1 (configuration not stated)	101	109	106	100	108	107	125	104
CCCCNC(=S)NNC(=S)NCCCC	92	113	100	101	106	80	127	93
Cc1cc(=O)oc2cc3occ(CCNC(=O)c4ccccc4C(=O)O)c3cc12	98	112	101	101	108	106	121	117
Cc1ccc(/C=C/C(=O)Nc2ncc(Cc3ccc(F)cc3)s2)o1	32	60	45	41	-26*	76	47	46
CCOC(=O)/C=C(\CC(=O)OCC)C(=O)OCC	106	113	111	104	109	107	104	132
Cc1ccc(NC(=O)C(C)C)cc1	94	111	103	nt	103	102	125	92
O=C(CSc1nnnn1-c1ccccc1)c1cc2cc(Cl)ccc2oc1=O	88	97	103	99	103	99	98	107
c1ccc2nc(Cn3cc[n+](Cc4ccc5ccccc5n4)c3)ccc2c1	55	64	17	75	53	22	55	50
O=C(Nc1cnn2ccc(N3CCC[C@@H]3c3cc(F)ccc3F)nc12)N1CC[C@H](O)C1	99	109	98	80	93	71	nt	114
COc1ccc(C2N=C(SCC(=O)Nc3ccc(S(=O)(=O)NC(C)=O)cc3)NC(C)=C2C(C)=O)cc1 (configuration not stated)	100	108	101	95	105	111	123	105
Cn1cnc([N+](=O)[O-])c1Sc1ccncn1	95	100	91	103	105	90	112	93
CNC(=O)c1cccnc1	113	116	107	93	105	92	118	87

17 compounds out of the list, sorted by SMILES length, ascending.
SMILES	UACC-62	SK-MEL-28	SK-MEL-5	LOX IMVI	MDA-MB-435	UACC-257	SK-MEL-2	MALME-3M
CNC(=O)c1cccnc1	113	116	107	93	105	92	118	87
CC1=C2CCCCC2CCC1=O (configuration not stated)	105	112	103	93	103	99	96	95
Cc1ccc(NC(=O)C(C)C)cc1	94	111	103	nt	103	102	125	92
Cc1cc(CSC(=N)N)c(C)cc1CSC(=N)N	102	100	104	88	106	96	110	112
Cn1cnc([N+](=O)[O-])c1Sc1ccncn1	95	100	91	103	105	90	112	93
CCOC(=O)/C=C(\CC(=O)OCC)C(=O)OCC	106	113	111	104	109	107	104	132
O=C(C=C=Nc1ccccc1)C(=O)N=C=Cc1ccccc1	67	68	74	-48*	51	43	49	-21*
CC1Sc2ccc(C(=O)N(C)Cc3cccc(F)c3)cc2NC1=O (configuration not stated)	98	109	109	103	105	117	108	nt
Cc1ccc(/C=C/C(=O)Nc2ncc(Cc3ccc(F)cc3)s2)o1	32	60	45	41	-26*	76	47	46
O=C(CSc1nnnn1-c1ccccc1)c1cc2cc(Cl)ccc2oc1=O	88	97	103	99	103	99	98	107
c1ccc2nc(Cn3cc[n+](Cc4ccc5ccccc5n4)c3)ccc2c1	55	64	17	75	53	22	55	50
Cc1ccc(S(=O)(=O)Nc2sccc2-c2nc(-c3ccccc3)no2)cc1	79	93	99	91	96	89	92	94
Cc1cc(=O)oc2cc3occ(CCNC(=O)c4ccccc4C(=O)O)c3cc12	98	112	101	101	108	106	121	117
Cc1ccc(S(=O)(=O)NCCC(CC(C)c2cc3ccccc3o2)OCc2ccccc2)cc1 (configuration not stated)	101	109	106	100	108	107	125	104
Fc1cccc(CNc2nc(SCCN3CCOCC3)nc3c2cnn3CC(Cl)c2ccc(Br)cc2)c1 (configuration not stated)	28	47	3.8*	5.6*	11	20	14	-20*
O=C(Nc1cnn2ccc(N3CCC[C@@H]3c3cc(F)ccc3F)nc12)N1CC[C@H](O)C1	99	109	98	80	93	71	nt	114
COc1ccc(C2N=C(SCC(=O)Nc3ccc(S(=O)(=O)NC(C)=O)cc3)NC(C)=C2C(C)=O)cc1 (configuration not stated)	100	108	101	95	105	111	123	105

Additional entries follow.
SMILES	UACC-62	SK-MEL-28	SK-MEL-5	LOX IMVI	MDA-MB-435	UACC-257	SK-MEL-2	MALME-3M
COc1cc(/C=C/c2cc(=O)c3c(C)c(Cl)c(C)cc3o2)cc(OC)c1OC	78	78	88	87	83	84	87	98
Cc1cc(NS(=O)(=O)c2ccc(N3C(=O)/C(=C/c4coc5ccccc5c4=O)N=C3c3ccc(Cl)cc3)cc2)no1	nt	112	97	100	101	90	108	nt
O=C(OCC(O)C(=O)NC12CC3CC(CC(C3)C1)C2)c1ccccc1C(=O)OCC(F)(F)F (configuration not stated)	89	107	96	86	92	102	96	101
CNc1nnc(Cn2nc(-c3ccccc3)ccc2=O)s1	100	108	100	101	111	120	110	110
COc1cc(C2Nc3c(ccc4ccccc34)-n3c(C)cc(=O)n32)cc(OC)c1OC (configuration not stated)	99	123	98	104	95	88	120	92
N#CCc1cccc2ccccc12	111	95	104	108	119	105	95	110
CCCSSCCC	101	104	103	91	106	97	100	108
COc1cc(N2C(=O)[C@H](c3ccccc3)C2c2ccc(SC)cc2)cc(OC)c1OC (some centres not stated)	7.6*	61	-21*	13	-24*	33	31	63
Nc1cccc(C(=O)C2=Cc3cccn3Cc3cnnn32)c1	80	nt	96	109	96	101	103	108
Clc1ccc(/C=N/N=C(/c2ccccc2)c2ccc3nc(-c4ccc(Cl)cc4)[nH]c3c2)cc1	94	102	96	93	96	115	100	99
CCSc1nnc(-c2ccc3ccccc3c2O)n1-c1ccc(Cl)cc1	45	74	39	39	56	65	58	68
O=C(CSc1nc2ccccc2c(=O)n1CCc1ccccc1)Nc1ccccc1C(=O)O	79	84	66	62	89	65	65	nt
CCOC(=O)c1cnc(SCC)nc1SC#N	94	108	126	83	78	93	96	98
Nc1ccc2nc(-c3ccc(-c4nc5ccc(N)cc5[nH]4)cc3)[nH]c2c1	95	103	98	109	94	111	104	94
C#CCOc1ccc(C2=NN(CCCC)C3N=C(Cl)c4ncn(CCCC)c4N23)cc1OCC#C (configuration not stated)	70	94	90	86	87	86	101	107
COc1c(O)cc2oc3cc(O[C@H]4O[C@H](CO)[C@@H](O)C(O)C4O)c(CC=C(C)C)c(O)c3c(=O)c2c1CC=C(C)C (some centres not stated)	97	114	102	94	109	107	91	105
CC1(c2ccc(N)cc2)c2[nH]c3ccccc3c2C(C)(c2ccc(N)cc2)c2[nH]c3ccccc3c21 (configuration not stated)	75	96	97	96	90	99	100	92
Cc1cc(Nc2ccc3ccccc3c2)n2ncnc2n1	100	103	94	98	75	101	89	107
CCOC(=O)c1sc(-c2ccc(OS(=O)(=O)c3ccc(Br)s3)c(C=O)c2)nc1C	12	55	-93*	-54*	-12*	29	11	13
CNc1ncnc2[nH]ncc12	98	106	110	105	102	115	nt	111
Cc1cc(O)c(Cl)cc1O	101	109	96	95	102	63	99	115
COC(=O)c1cc(C=C(C)C)[nH]c(=O)c1C#N	92	102	99	102	105	101	108	90
CCn1nc(C(=O)O)c(=O)c2cc3c(cc21)OCO3	107&98	110&118	117&105	100&103	106&110	97&108	103&106	141&96
Cc1ccc(N2C(=N)C(=S)N(c3ccc(C)cc3)C2=O)cc1	92	120	97	90	104	108	113	103
O=c1[nH]c2nc[nH]c(=O)c2[nH]1	115	116	105	101	108	123	108	119
CNCCN(C)c1ccc(Nc2cc(NC3CC3)n3ncc(C#N)c3n2)cc1NC(C)=O	-25*	13	-1.5*	-26*	6.9*	8.4*	-20*	-5.1*

Source: PubChem BioAssay
